Compound activity (PubChem)
MEX-5 binding: C. elegans MEX-5 TCR-2 RNA binding activity | MEX-5/FITC-TCR2 RNA binding, fluorescence polarization; stronger effect = lower value | activity score (negative = inhibition of binding), % at 10 µM | 0.38% of 300,000 active | AID 1832;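 active = inhibition past about -25% in most replicates, and total fluorescence under double the plate's negative control median, limit read from the data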;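 also: 0% = DMSO and -100% = 5 µM competing unlabeled TCR2 RNA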
GLD-1 TGE inh: GLD-1-TGE RNA interaction inhibition (C. elegans); AID 2280; inhibition, % at 5.96 µM; 0.44% of 320,000 active; Q17339; purified GLD-1 + fluorescein TGE RNA, fluorescence polarization;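 active = percent inhibition above a per-plate cutoff, the plate mean of test compounds plus 3 SD, cut at about 30% in these data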;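 also: 0% = DMSO wells with GLD-1 and probe and 100% = wells lacking GLD-1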
Target sequence (Q17339 whole entry, looked up): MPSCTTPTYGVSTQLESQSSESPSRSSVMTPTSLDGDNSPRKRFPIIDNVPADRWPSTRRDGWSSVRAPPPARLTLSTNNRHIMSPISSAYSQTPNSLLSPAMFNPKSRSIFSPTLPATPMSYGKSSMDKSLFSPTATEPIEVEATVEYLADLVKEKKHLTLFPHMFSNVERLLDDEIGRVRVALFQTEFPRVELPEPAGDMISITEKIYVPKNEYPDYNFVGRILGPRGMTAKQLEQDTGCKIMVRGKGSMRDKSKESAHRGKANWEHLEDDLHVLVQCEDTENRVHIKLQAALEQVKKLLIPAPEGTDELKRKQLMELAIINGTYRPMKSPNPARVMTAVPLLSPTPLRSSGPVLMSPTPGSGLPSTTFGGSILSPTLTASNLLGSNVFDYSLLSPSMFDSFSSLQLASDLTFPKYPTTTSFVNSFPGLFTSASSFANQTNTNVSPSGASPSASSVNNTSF
MCL1 BIM primary: disrupts human MCL1 binding to BIM-BH3 peptide. inhibition, % at 10.9 µM. 0.68% of 320,000 active. Q07820. GST-MCL1 / FITC-Bim-BH3 fluorescence polarization;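 active = inhibition above the mean inhibition of all tested compounds plus 3 SD, set per campaign, cut at about 40% in these data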;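 also: 0% = DMSO wells and 100% = unlabeled Bim-BH3 peptide control; higher means more loss of mP so more displacement of Bim peptide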
BCLXL inh: Bcl-xL (human) inhibition; AID 2129; GST-Bcl-xL / FITC-Bim BH3 peptide fluorescence polarization; 0.7% of 320,000 active; inhibition, % at 10.9 µM;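 active = inhibition above the mean of all tested compounds plus 3 SD, cutoff set per campaign, cut at about 30% in these data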;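 also: 0% = DMSO wells and 100% = unlabeled Bim-BH3 peptide competitor; inhibitors lower millipolarization by displacing the labeled peptide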
Target sequence (Q07817 whole entry, looked up): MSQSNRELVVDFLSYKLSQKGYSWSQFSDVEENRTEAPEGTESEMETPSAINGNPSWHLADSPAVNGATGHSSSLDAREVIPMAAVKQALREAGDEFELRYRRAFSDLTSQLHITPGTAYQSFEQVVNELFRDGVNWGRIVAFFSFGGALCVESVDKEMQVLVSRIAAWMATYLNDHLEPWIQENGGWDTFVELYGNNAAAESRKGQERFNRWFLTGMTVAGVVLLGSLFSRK
TPT1 inhibitor: blocks Candida albicans tRNA 2'-phosphotransferase; recombinant caTPT1, FP RNA substrate dephosphorylation; inhibition, % at 5 µM; 0.81% of 300,000 active; AID 1962;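 active = inhibition above the mean of all tested compounds plus 3 SD, set per screening campaign, cut at about 24% in these data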;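 also: plate controls were DMSO alone for no effect and ferristatin control at 100 nM for full effect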
PME-1 primary: PME-1 (human) inhibition; Q9Y570; recombinant PME-1, FP-Rh probe fluorescence polarization; inhibition, % at 5.9 µM; 0.53% of 320,000 active; AID 2130;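 active = inhibition above the campaign mean of all compounds plus 3 SD, cut at about 26% in these data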;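 also: competitive labeling of PME-1 active site by serine hydrolase directed probe; 0% = PME-1 with DMSO and 100% = wells lacking PME-1 enzyme; inhibitors block probe labeling so polarization falls and inhibition rises; many of its hits are not listed in these tables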
Fam108B counter: counter-screen for RBBP9 inhibitors: inhibitors of mouse Fam108B; 0.33% of 300,000 active; inhibition, % at 9.51 µM; recombinant Fam108B, FP-Rh probe fluorescence polarization;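 active = inhibition above the screen mean inhibition plus 3 SD, computed separately per campaign, cut at about 18% in these data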;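 also: inhibitors lower polarization as less probe binds the enzyme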
GSTO1 counter: blocks human GSTO1 in RBBP9 counter-screen | 1.1% of 300,000 active | inhibition, % at 5.96 µM | recombinant GSTO1, activity-based probe fluorescence polarization | P78417 | AID 1974;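 active = inhibition above the campaign mean inhibition plus 3 SD, cut at about 35% in these data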;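 also: 0% = GSTO1-1 with DMSO and 100% = wells lacking GSTO1-1 enzyme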
Target sequence (P78417 whole entry, looked up): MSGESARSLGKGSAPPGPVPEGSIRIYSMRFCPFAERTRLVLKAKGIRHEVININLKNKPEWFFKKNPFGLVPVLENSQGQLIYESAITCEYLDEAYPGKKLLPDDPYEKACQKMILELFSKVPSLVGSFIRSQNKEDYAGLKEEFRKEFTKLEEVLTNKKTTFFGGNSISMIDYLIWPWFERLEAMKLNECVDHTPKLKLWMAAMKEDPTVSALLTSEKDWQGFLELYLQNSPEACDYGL
PAD4 FP inh: inhibitors of human PAD4. Q9UM07. recombinant PAD4, RCA probe fluorescence polarization. inhibition, % at 6.36 µM. 0.41% of 330,000 active;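 active = percent inhibition above a cutoff equal to the mean of all tested compounds plus 3 SD, cut at about 15% in these data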;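 also: 0% = PAD4 with RCA probe and DMSO and 100% = probe without PAD4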
An asterisk follows results filed as active; / = not tested or not shown.

SMILES	MEX-5 binding	GLD-1 TGE inh	MCL1 BIM primary	BCLXL inh	TPT1 inhibitor	PME-1 primary	Fam108B counter	GSTO1 counter	PAD4 FP inh
O=C(OCC(=O)N1CCc2ccccc21)c1ccccc1	-2.7	1	7	6	-4	2	1	6	4
C=CCOc1ccc(C2/C(=C(\O)c3ccc4c(c3)CC(C)O4)C(=O)C(=O)N2CCN2CCOCC2)cc1OCC (configuration not stated)	-0.3	1	5	2	-4	-13	-1	6	-1
CCOC(=O)N1CCN(C(=O)C(NC(=O)C2CCC(C)CC2)C(C)C)CC1 (configuration not stated)	-0.1	0	8	2	-1	-9	1	-2	-1
O=C(NCc1n[nH]c(=S)n1-c1cccc(C(F)(F)F)c1)c1ccc(S(=O)(=O)N2CCCCC2)cc1	-0.8	0	-10	-4	1	5	2	7	3
CSc1ccccc1NC(=O)CN(c1cc(C)cc(C)c1)S(C)(=O)=O	-1.3	1	12	3	-6	1	0	0	3
CN(C(=O)c1nn(C)c2c1CS(=O)(=O)c1ccccc1-2)c1cccc(Cl)c1	0.3	6	4	6	-5	7	-1	3	0
O=C(OCc1c(F)cccc1Cl)c1cc([N+](=O)[O-])ccc1N1CCOCC1	0.4	8	3	3	-1	-5	3	2	2
O=C(CN1C(=O)NC2(CCCCCC2)C1=O)c1ccc(Cl)s1	0.9	0	-7	0	0	-3	-2	4	-3
CCOC(=O)C(NC(C)=O)C(=O)O (configuration not stated)	-0.3	10	6	1	-1	4	6	2	-2
COc1cccc(NC(=O)CN(C)C(=O)c2cc(-c3ccc(F)cc3)nc3ccccc23)c1	0.2	4	0	0	5	-12	-5	-23	-8
O=C(Nc1ccc2nc(-c3ccccc3)[nH]c2c1)c1cccs1	0.7	3	-5	2	-1	-2	2	-7	-5
O=C1CSc2ccc(S(=O)(=O)N3CCN(c4ccccc4)CC3)cc2N1	3.0	2	-1	3	2	8	5	7	-1
O=C(Cc1ccc([N+](=O)[O-])cc1)Nc1cccnc1	1.4	-4	-8	-5	1	-1	1	-1	-9
COc1ccccc1N=Nc1c(C)[nH][nH]c1=O	-17	-7	4	9	3	1	-1	9	-4
Cc1ccsc1/C=N/Nc1ncnc2nc[nH]c12	-9.4	6	4	3	-1	-1	-4	7	-3
Cc1ccc(-c2nc3ccccn3c2NC(=O)c2ccco2)cc1	-1.3	-4	3	5	-1	-4	-4	5	1
CCOc1ccc(NC(=O)COC(=O)C23CC4CC(CC(C4)C2)C3)c([N+](=O)[O-])c1	-1.3	8	-5	-1	2	2	-2	-3	2
CCN(CC)C(=S)SCC(=O)Nc1ccc(F)cc1	-0.7	2	7	3	1	-4	1	15	2
O=C(NC1CCS(=O)(=O)C1)c1cnccn1 (configuration not stated)	-0.5	5	0	-1	3	-3	2	1	6
O=C(Oc1coc(CSc2ncccn2)cc1=O)c1cccc([N+](=O)[O-])c1	-2.5	3	6	7	-1	-4	-1	16	3
CCOC(=O)c1cnc(SC2CC(=O)N(c3cccc(OC)c3)C2=O)nc1N (configuration not stated)	-0.3	0	3	6	-5	6	1	-1	-1
CN(CCc1ccccn1)C1CCCN(S(=O)(=O)c2ccc(F)c(Cl)c2)C1 (configuration not stated)	0.8	-2	-5	0	3	12	-2	11	-7
c1coc(-c2nc3c4c5c(sc4ncn3n2)CCCC5)c1	-3.7	2	7	9	-2	2	4	1	3
N#C/C=C\Oc1ccc(Cl)cc1N	1.4	-2	-1	6	1	-4	1	12	-10
CC(/C=C/c1ccccc1F)=N\NC(=O)c1ccc(Cl)cc1	2.1	-7	-2	5	-1	-4	-4	-6	-3
O=C1CCN(C(=O)Nc2cccc(Cl)c2)N1	-1.9	1	-5	-5	4	-6	-2	4	-8
O=C(COc1cccc(C(F)(F)F)c1)Nc1ccc(S(=O)(=O)N2CCCC2)cc1	/	4	4	2	-4	-10	-4	-5	1
CCN(CC(=O)Nc1ccc2c(c1)OCCO2)C(=O)CC(NC(C)=O)c1ccccc1 (configuration not stated)	1.3	6	-3	1	0	-1	0	-2	-1
O=C(CS(=O)(=O)Cc1ccccc1)N1CCN(C(=O)c2ccco2)CC1	2.5	2	-4	6	-1	7	1	-3	-1
COc1ccc(N(C)C(=O)c2cc3c(s2)-c2c(C)cccc2OC3)c(OC)c1	-1.2	2	6	-2	-2	-5	-3	-6	5
Cc1nnc(SCCc2ccccc2)[nH]c1=O	1.7	5	-4	12	-3	-2	3	6	1
N#Cc1sc(NCc2ccccn2)nc1Cl	-0.2	2	8	3	-4	0	-6	-3	10
O=C(CCc1ccccn1)N1CCCC(CNS(=O)(=O)c2cccs2)C1 (configuration not stated)	-2.6	-4	-9	0	4	-4	-12	9	-5
Cc1cc(OC(=O)c2ccccc2F)c([N+](=O)[O-])c(=O)[nH]1	-0.8	5	2	10	-4	-5	9	3	4
Cc1ccc(NC(=O)c2ccc(N3C(=O)C4CC=C(Cl)CC4C3=O)cc2)cc1 (configuration not stated)	0.4	4	8	6	-1	3	-5	-7	-4
CC(C)CCN1C(=O)CCC1(C)C(=O)NC1CCCCCCC1 (configuration not stated)	1.3	-2	2	4	-1	3	-2	3	-4
Cc1ccc(-c2nc(CS(=O)CC(=O)NCc3ccc(F)cc3)c(C)o2)cc1 (configuration not stated)	-1.2	6	-4	2	-1	6	2	8	4
CCOc1ccc2nc(C)cc(Nc3ccc(N4CCOCC4)cc3)c2c1	-0.3	6	-4	3	7	2	2	3	-5
CCOC(=O)CNC(c1ccccc1)c1cc(Br)ccc1NC(=O)OCC (configuration not stated)	1.3	3	-2	4	1	-2	2	0	-3
COc1cc(C(CCN2CCCCC2)c2c(OC)cc(OC)c3c(-c4ccccc4)cc(=O)oc23)cc(OC)c1OC (configuration not stated)	-2.0	-11	0	1	-1	-4	1	2	-5
CCCn1nc(C(=O)N(C)CC(=O)Nc2ccc(OCC)c(OCC)c2)c2ccccc2c1=O	/	5	-17	0	/	-3	/	/	-2
N#CC(C(=O)c1ccccc1)=C1SCCS1	0.5	0	1	2	1	0	1	2	-4
COc1cc(OC)c(/C=C2\C(=O)Nc3ccccc32)c(OC)c1	/	-16	-8	-5	9	13	-3	9	-14
O=C(O)C(Cc1ccccc1)N1C(=O)/C(=C/c2cccnc2)SC1=S (configuration not stated)	0.9	6	7	8	3	5	-1	14	1
COc1cc(OC)cc(C(=O)NC(C)c2cnn(-c3ccccc3C)c2C)c1 (configuration not stated)	-2.1	-1	-1	1	1	1	1	2	-2
Cc1ccc(CCn2c3c(c4ccccc42)CN(C)CC3)cn1	-4.9	12	13	13	-4	-6	-7	14	-4
CCn1nc(C)c(CN2CCCC(C(=O)c3cccc(OC(C)C)c3)C2)c1C (configuration not stated)	-4.6	6	3	8	0	3	-1	-1	-1
CN(C)C(=O)CN1CCN(Cc2cn(C)nc2-c2ccc3c(c2)OCCO3)CC1	2.2	1	5	4	-2	-2	2	11	2
CN(C)C(=O)c1ccc(NS(=O)(=O)c2ccc3c(c2)OCCO3)cc1	0.8	1	5	0	2	-1	-1	-1	1
COc1ccc(-c2cc(=O)oc3c(C)c(O)c(CN(C)C)cc23)cc1	-2.6	4	10	7	-1	1	10	1	-9
Cc1cc(OCC(=O)Nc2nccs2)c2c(C)cc(=O)oc2c1	1.5	3	-3	1	2	1	0	-2	-3
O=C1N/C(=N\N=C\c2ccco2)SC1Cc1ccc(F)cc1 (configuration not stated)	0.1	1	5	1	0	0	2	3	4
O=C(Nc1nccs1)c1cc(-c2ccccc2)nn1-c1ccccc1	-1.5	-2	-11	2	-4	-3	9	3	0
CCC(=O)Nc1ccc(N2CCOCC2)c(S(=O)(=O)Nc2ccc(Cl)cc2)c1	/	5	9	3	/	0	/	/	-4
CC(=O)NC(=S)Nc1ccc(NC(=O)COc2ccc(C(C)C)cc2)cc1	-3.5	1	10	5	3	-78	0	2	-5
O=C(CSc1nnc(-c2ccc(F)cc2)n1-c1ccccc1)NCCN1C(=O)CSC1=O	0.7	3	-4	1	-2	1	0	2	0
CCCCCC(=O)Nc1nc(C)c(-c2csc(Nc3cc(OC)ccc3OC)n2)s1	3.0	0	3	1	6	26	13	-7	-2
Clc1ccc2c(N3CCCC3)ccnc2c1	-0.9	5	3	7	-3	-1	1	6	-2
CCOc1ccc(CN2CCN(Cc3cnn(CC)c3C)CC2CCO)cc1 (configuration not stated)	-4.3	3	0	1	-2	1	-1	2	-6
Cc1ccc(C)c(S(=O)(=O)N/N=C/c2ccc(N(C)C)cc2)c1	-3.3	-4	-1	0	-3	2	-5	-3	-5

Quoted at random: two entries already listed.
SMILES	MEX-5 binding	GLD-1 TGE inh	MCL1 BIM primary	BCLXL inh	TPT1 inhibitor	PME-1 primary	Fam108B counter	GSTO1 counter	PAD4 FP inh
Clc1ccc2c(N3CCCC3)ccnc2c1	-0.9	5	3	7	-3	-1	1	6	-2
O=C1N/C(=N\N=C\c2ccco2)SC1Cc1ccc(F)cc1 (configuration not stated)	0.1	1	5	1	0	0	2	3	4

(cont.)
SMILES	MEX-5 binding	GLD-1 TGE inh	MCL1 BIM primary	BCLXL inh	TPT1 inhibitor	PME-1 primary	Fam108B counter	GSTO1 counter	PAD4 FP inh
CCC(=O)OCC(=O)c1c(N)n(Cc2ccccc2)c(=O)n(C)c1=O	1.5	-1	-6	0	1	0	-3	0	2
COc1ccc(N2CCC(CNC(=S)Nc3cc(C)cc(C)c3)C2)cc1 (configuration not stated)	-0.8	8	6	8	-2	8	5	11	4
CC(C)=C1SC(N2CCN(Cc3ccccc3)CC2)=NC1=O	0.2	0	0	-1	1	7	2	-7	-3
Cc1ccc(-n2nc3ccc(N)cc3n2)cc1	-0.3	1	12	-1	2	6	4	30	-7
COc1ccccc1C(=O)N/C(=C\c1cn(S(=O)(=O)N(C)C)c2ccccc12)C(=O)N1CCCCC1	0.6	8	1	8	-3	0	-6	-2	-2
O=C(c1ccc2c(c1)C(=O)N(c1ccc(Cl)cc1)C2=O)N1CCN(c2ccccn2)CC1	-0.9	5	5	5	-5	-12	-28	3	2
Cc1ccc(S(=O)(=O)N[C@@H](Cc2ccccc2)C(=O)N2CCC(C(=O)N[C@@H](CCC(N)=O)C(=O)O)CC2)cc1	0.4	2	0	3	-2	-1	0	6	1
C=CCOc1ccc(CNC(C)(C)C)cc1OC	2.6	4	4	2	-1	-2	-4	7	-5
O=C(CN1C(=O)CCC1=O)Nc1nc(-c2nc3ccccc3s2)cs1	-0.8	17	18	17	-4	-3	0	-11	-1
CN(C)S(=O)(=O)n1cnc(C(CCO)c2ncn(S(=O)(=O)N(C)C)c2CCCO)c1 (configuration not stated)	/	0	3	1	/	-1	/	/	0
CSCC[C@H](NC(=O)[C@H](Cc1ccccc1)n1c(=O)[nH]c2ccccc2c1=O)C(=O)NCC1CCC(C(=O)O)CC1 (some centres not stated)	-2.5	0	1	3	1	-2	2	-8	-2
COc1ccc(C)cc1NC(=O)NNC(=O)C(C)Oc1ccc(F)cc1Cl (configuration not stated)	0.9	3	-2	-3	1	5	-5	-4	-3
O=C(CC1C(=O)N(c2ccc(Cl)cc2)C(=S)N1CCc1ccncc1)Nc1ccc(F)cc1 (configuration not stated)	1.4	4	3	2	-2	-6	-5	-6	-5
CCn1ccnc1CN(C)C(=O)c1cc(COc2c(F)cccc2F)on1	-2.2	-4	14	6	2	4	0	-1	-5
COc1ccc(-c2cn[nH]c2N)cc1OC	-2.1	5	3	3	-3	3	4	2	-1
CCc1nc(SCC(=O)Nc2ccccc2C(=O)OC)n[nH]1	1.9	1	2	7	-5	5	4	7	-5

An excerpt; rates above refer to the full screens.
